Compound activity: PubChem BioAssay, Broad Institute
GASC1 inh: KDM4C (human) demethylase inhibition; Q9H3R0; GST-KDM4C 2-372, H3K9me3 peptide, LANCE TR-FRET; inhibition, % at 12.5 µM; 96,000 tested, 0.15% active;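 active = mean replicate inhibition above about 25%, with at least 55% of replicates also reaching it, limit read from the data, passing the limit was not always enough; inconclusive = only one of those two conditions met; inactive = neither condition met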
Target sequence (Q9H3R0 2-372 limits assumed): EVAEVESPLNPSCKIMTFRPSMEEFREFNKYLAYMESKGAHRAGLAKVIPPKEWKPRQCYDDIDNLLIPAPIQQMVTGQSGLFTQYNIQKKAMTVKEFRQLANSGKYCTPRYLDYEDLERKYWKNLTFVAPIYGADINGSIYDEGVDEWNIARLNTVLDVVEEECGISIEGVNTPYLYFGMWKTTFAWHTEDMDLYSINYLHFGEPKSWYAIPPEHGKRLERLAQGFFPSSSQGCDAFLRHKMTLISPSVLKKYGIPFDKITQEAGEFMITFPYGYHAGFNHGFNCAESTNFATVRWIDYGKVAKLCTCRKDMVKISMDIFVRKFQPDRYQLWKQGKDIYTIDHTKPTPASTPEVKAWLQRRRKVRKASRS
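material = GST-tagged GASC-1 (JMJD2C) catalytic fragment, aa 2-372 | amount = enzyme final amount 10 nM | medium = HEPES buffer, pH 7.5, plus ascorbate | also added = H3K9me3 peptide substrate, Fe(II), 2-oxoglutarate | dosing = single dose | times = 30 min demethylation and 1 h detection at room temperature | detection = LANCE TR-FRET | read-out basis = Fall in 671/618 emission ratio as inhibition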
C diff growth: blocks growth of Clostridium difficile; Clostridium difficile clinical isolate growth, OD600, 24 h; hits give low values; growth activity, negative = inhibition, % at 16 µg/mL (by protocol); 86,000 tested, 0.25% active;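 active = mean growth activity at or below -80% and every replicate also at or below -80%; inconclusive = mean at or below -80% but some replicate above -80%; inactive = mean growth activity above -80%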;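 also: 0% = DMSO wells and -100% = levofloxacin 16 µg/mL wells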
Pf Dd2 inh: inhibitors of Plasmodium falciparum Dd2 growth. P. falciparum Dd2 growth, SYBR Green, 72 h; hits give low values. activity change, % at 10 µM. 94,000 tested, 2.3% active. AID 1159554; in the data active = activity change below about -80%; inconclusive = no clear call, values can overlap the other calls
Tcruzi prolif: T. cruzi proliferation inhibition; AID 624255; T. cruzi beta-gal in NIH3T3, GalScreen luminescence, 90 h; inhibition, % at 8.34 µM; 77,000 tested, 5.9% active;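 active = mean inhibition above about 93%, with at least 55% of replicates each passing it, limit read from the data, passing the limit was not always enough; inconclusive = only one of those two conditions holds; inactive = neither condition holds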
* hit, by the source's call; ? = inconclusive; . = not tested or not shown; & = joins results of further samples.

Values run as follows: GASC1 inh, C diff growth, Pf Dd2 inh, Tcruzi prolif
CN1C(=O)c2cc(NS(C)(=O)=O)ccc2OC[C@H]2O[C@@H](CC(=O)Nc3cccc(F)c3)CC[C@@H]21
    0.2, 0, 17, -1
CN1[C@@H]2c3ccc(/C=C/c4ccccc4)c(=O)n3C[C@@H]2[C@@H](CO)[C@@H]1C(=O)NCCN1CCCC1
    -2.5, 4, 20, .
Cn1cnc(S(=O)(=O)N2C[C@H](O)COC[C@@H]3O[C@@H](CC(=O)NCc4cccc(F)c4)CC[C@H]32)c1
    0.2, -2&-12, ., 57
O=C(c1ccc(F)cc1)N1CCCCN2[C@H](CO)[C@@H](c3ccc(-c4ccc(F)cc4)cc3)[C@H]2C1
    ., 10, 18, 111*
C[C@@H]1CN([C@@H](C)CO)C(=O)c2cc(NS(C)(=O)=O)ccc2O[C@H]1CN(C)S(=O)(=O)c1ccccc1
    1.0, 9, -36, 40
O=C(Nc1ccccc1F)N1CCCCN2[C@@H](CO)[C@H](c3ccc(C#Cc4ccccc4)cc3)[C@@H]2C1
    -1.0, 0, -78, 95*
COc1ccc(S(=O)(=O)N[C@@H]2CC[C@H](CCn3cc(-c4cccc(F)c4)nn3)O[C@H]2CO)cc1
    -4.4, -7, -39, -95
CO[C@H]1CN(C)C(=O)c2ccc(NC(=O)c3cc(C)on3)cc2OC[C@@H](C)N(C(C)=O)C[C@@H]1C
    -0.1, ., 22, -19
O=C(C1CCCC1)N1CC(=O)N2[C@@H](CO)[C@H](c3ccc(-c4ccccc4F)cc3)[C@@H]2C1
    1.4, 2, 12, .
C[C@H](CO)N1C[C@H](C)[C@H](CN(C)C(=O)Nc2cccc3ccccc23)Oc2c(NC(=O)NC3CCCCC3)cccc2C1=O
    1.0, 0, 6, 6
COc1ccc(NC(=O)N(C)C[C@@H]2Oc3ccc(NS(C)(=O)=O)cc3CC(=O)N([C@@H](C)CO)C[C@H]2C)cc1
    -0.5, 0, 16, -2
C[C@H]1CCCCO[C@@H](CN(C)Cc2ccc(C(=O)O)cc2)[C@@H](C)CN([C@@H](C)CO)C(=O)c2cc(NS(C)(=O)=O)ccc2O1
    -1.1, 0, 21, 40
C[C@@H]1CN([C@H](C)CO)C(=O)c2cc(Br)cnc2O[C@H]1CN(C)C(=O)C1CC1
    1.2, -2, 37, 9
C[C@@H]1CCCCO[C@H](CN(C)S(=O)(=O)c2ccccc2)[C@H](C)CN([C@@H](C)CO)C(=O)c2cc(NC(=O)C3CCCCC3)ccc2O1
    -1.7, -3, -73, 38
COc1ccc(NC(=O)N(C)C[C@H]2Oc3ccc(NC(=O)Nc4ccc(C(F)(F)F)cc4)cc3C(=O)N([C@@H](C)CO)C[C@H]2C)cc1
    0.0, 7, -32, 18

Single records, from the list above. Screens in order: GASC1 inh | C diff growth | Pf Dd2 inh | Tcruzi prolif
Shown for C[C@H]1CCCCO[C@@H](CN(C)Cc2ccc(C(=O)O)cc2)[C@@H](C)CN([C@@H](C)CO)C(=O)c2cc(NS(C)(=O)=O)ccc2O1 = -1.1 | 0 | 21 | 40
Shown for COc1ccc(NC(=O)N(C)C[C@@H]2Oc3ccc(NS(C)(=O)=O)cc3CC(=O)N([C@@H](C)CO)C[C@H]2C)cc1 = -0.5 | 0 | 16 | -2
Shown for C[C@H](CO)N1C[C@H](C)[C@H](CN(C)C(=O)Nc2cccc3ccccc23)Oc2c(NC(=O)NC3CCCCC3)cccc2C1=O = 1.0 | 0 | 6 | 6
Shown for CN1[C@@H]2c3ccc(/C=C/c4ccccc4)c(=O)n3C[C@@H]2[C@@H](CO)[C@@H]1C(=O)NCCN1CCCC1 = -2.5 | 4 | 20 | .
Shown for O=C(c1ccc(F)cc1)N1CCCCN2[C@H](CO)[C@@H](c3ccc(-c4ccc(F)cc4)cc3)[C@H]2C1 = . | 10 | 18 | 111*

Later entries
Values run as follows: GASC1 inh, C diff growth, Pf Dd2 inh, Tcruzi prolif
C[C@H]1CN([C@@H](C)CO)C(=O)c2cc(NC(=O)CCCN(C)C)ccc2O[C@@H]1CN(C)Cc1ccc(C(F)(F)F)cc1
    1.6, -5, -12, -3
N#C[C@H]1[C@H](c2ccc(C#CC3CC3)cc2)[C@@H](CO)N1C(=O)c1cccc(F)c1
    -0.7, 19, -38, ?
CCNC(=O)C[C@H]1CC[C@H]2[C@@H](COC[C@@H](O)CN2C(=O)Nc2cccc(OC)c2)O1
    0.7, 1&0, 26, .
C[C@H](O)C#Cc1cnc2c(c1)C(=O)N([C@@H](C)CO)C[C@@H](C)[C@@H](CN(C)Cc1cccc(F)c1)O2
    -1.3, 2, -5, 26
COc1ccc(S(=O)(=O)N(C)C[C@@H]2Oc3ccc(NC(=O)CCCCCC(=O)Nc4ccccc4N)cc3CC(=O)N([C@H](C)CO)C[C@@H]2C)cc1
    2.8, 0, -72, 42
CC(C)NC(=O)Nc1cccc2c1O[C@@H](CN(C)C(=O)NC1CCCCC1)[C@@H](C)CN([C@H](C)CO)C2=O
    1.0, 1, -1, 53
CO[C@H]1CC[C@@H]2CCOc3ccc(C#N)cc3C(=O)N(C)C[C@@H](c3ccccc3)CC(=O)N(C)C[C@@H]1O2
    -0.4, 3, ., -24
COc1ccc(-c2ccc([C@@H]3[C@@H](CO)N4C(=O)CNC[C@H]34)cc2)cc1
    -1.4, -10, -19, .
C[C@@H]1CCCCO[C@H](CN(C)C(=O)C2CCCCC2)[C@@H](C)CN([C@@H](C)CO)C(=O)c2cc(NC(=O)c3ccncc3)ccc2O1
    -1.7, -5, -37, 18
O=C1CN(Cc2ccc(F)cc2)C[C@@H]2[C@H](c3ccc(-c4ccccc4F)cc3)[C@H](CO)N12
    -0.9, 8, 0, .
COCC(=O)Nc1ccc2c(c1)C(=O)N(C)[C@@H]1CC[C@H](CC(=O)NCc3ccc(OC)cc3)O[C@@H]1CO2
    -0.8, -5, -10, 16
O=C(C[C@@H]1CC[C@H]2[C@@H](COC[C@@H](O)CN2S(=O)(=O)c2cccc(F)c2)O1)NCc1ccncn1
    -4.3, 4&1, 12, 5
CO[C@H](CN(C)C(=O)Nc1ccc(F)cc1)[C@@H](C)CN(Cc1ccccc1Cl)[C@H](C)CO
    1.1, ., -19, -35
C[C@@H]1CN([C@H](C)CO)C(=O)CCCn2nncc2CO[C@H]1CN(C)S(=O)(=O)c1ccc(Cl)cc1
    0.1, 5&1, -15&-13, -14&-78
C[C@H]1CN([C@@H](C)CO)C(=O)c2cc(-c3ccccc3)cnc2O[C@@H]1CN(C)C(=O)NC1CCCC1
    0.0, -2, -18, -20
Cn1cnc(S(=O)(=O)N2C[C@@H](O)COC[C@@H]3O[C@@H](CC(=O)NC4CCC4)CC[C@H]32)c1
    -5.2, 0&-9, 28, .
CCCN1[C@H](C(=O)OC)[C@@H](CO)[C@@H]2Cn3c(ccc(-c4ccccc4)c3=O)[C@@H]21
    12, 10, -23, 14
O=C(C[C@H]1CC[C@@H](NS(=O)(=O)c2ccccc2)[C@@H](CO)O1)N1CCC(Cc2ccccc2)CC1
    -1.8, -4, -12, .
O=C(NC1CCCC1)N1CCCCN2[C@@H](CO)[C@@H](c3ccc(-c4ccncc4)cc3)[C@@H]2C1
    -0.1, 20, 8, 105*
CC(C)NC(=O)N(C)C[C@H]1OCCCC[C@@H](C)Oc2ccc(NC(=O)NC3CCCCC3)cc2C(=O)N([C@H](C)CO)C[C@H]1C
    -1.3, -8, -7, 65
CC(C)NC(=O)Nc1ccc2c(c1)C(=O)N([C@H](C)CO)C[C@@H](C)[C@@H](CN(C)C(=O)CCC(F)(F)F)OCCCC[C@H](C)O2
    0.3, 0, -24, -7
CC(=O)N1CCCCN2[C@H](CO)[C@H](c3ccc(-c4ccccc4)cc3)[C@@H]2C1
    -0.8, -12, -71, 73
COc1ccc(NC(=O)N2CCC3(CC2)CN(C(=O)c2cccnc2)[C@H](CO)c2[nH]c4cc(OC)ccc4c23)cc1
    -2.4, -11, ?, .
Cc1noc(C)c1NC(=O)Nc1ccc2c(c1)C(=O)N([C@H](C)CO)C[C@H](C)[C@@H](CN(C)C(=O)Nc1ccccc1)O2
    -0.9, ., 29, 37
Cc1cccc(-c2ccc([C@@H]3[C@@H](CO)N4C(=O)CN(C(=O)c5ccc6c(c5)OCO6)C[C@H]34)cc2)c1
    -1.2, -11, -6, .
COc1ccccc1S(=O)(=O)N[C@@H]1CC[C@H](CCNC(=O)C2CC2)O[C@@H]1CO
    -1.4, 0, -10, .
CCC(=O)N1CCC2(CC1)CN(C(=O)Nc1ccccc1F)[C@H](CO)c1c2c2ccc(OC)cc2n1C
    -0.4, 1, 13, .
COCC#Cc1ccc([C@H]2[C@@H](CO)N3CCCCN(S(=O)(=O)c4ccccc4C)C[C@H]23)cc1
    -1.6, 19, -62, 98*
COCC#Cc1ccc([C@@H]2[C@@H](CO)N3C(=O)CN(C(=O)Nc4ccc(F)cc4)C[C@@H]23)cc1
    -1.1, 6, -8, .
COc1ccc(CN(C)C[C@H]2Oc3c(NC(=O)Nc4ccccc4)cccc3C(=O)N([C@@H](C)CO)C[C@@H]2C)cc1
    -0.6, 50, -53, 36

The results go on:
Molecule	GASC1 inh	C diff growth	Pf Dd2 inh	Tcruzi prolif
C[C@H](CO)N1C[C@H](C)[C@H](CN(C)C(=O)Nc2ccc(F)cc2)OCCCC[C@H](C)Oc2ccc(NC(=O)Nc3cccc4ccccc34)cc2C1=O	0.0	2	8	78
COc1ccccc1NC(=O)N[C@@H]1C=C[C@@H](CC(=O)N2CCC(Cc3ccccc3)CC2)O[C@H]1CO	0.5	.	-16	34
Cc1nn(C)cc1NC(=O)C[C@H]1CC[C@H]2[C@@H](COc3ccc(NC(=O)C4CCOCC4)cc3C(=O)N2C)O1	2.6	-2	.	-29
Cc1ccc(S(=O)(=O)Nc2ccc3c(c2)C(=O)N([C@@H](C)CO)C[C@@H](C)[C@@H](CN(C)C(=O)NC2CCCCC2)O3)cc1	0.8	6	-29	3
O=C(C[C@H]1CC[C@H](NC(=O)c2ccncc2)[C@@H](CO)O1)Nc1ccc(-c2ccccc2)cc1	2.1	0	22	.
Cc1ccc(S(=O)(=O)N(C)C[C@@H]2OCCCC[C@@H](C)Oc3ccc(NC(=O)Nc4cccc5ccccc45)cc3C(=O)N([C@@H](C)CO)C[C@H]2C)cc1	-0.3	-2	-67	.
CO[C@H]1CN(C)C(=O)c2cc(NC(=O)Cc3ccccc3)ccc2OC[C@H](C)NC[C@@H]1C	1.7	.	5	-6
N#C[C@@H]1[C@H](c2ccc(-c3cccc(F)c3)cc2)[C@@H](CO)N1C(=O)c1cccnc1	-1.0	3	6	90
O=C(NC[C@H]1CC[C@H]2[C@H](CN2C(=O)C2CC2)O1)c1cnccn1	.	23	23	.
O=C(C[C@H]1CC[C@H]2[C@@H](COC[C@@H](O)CN2CCC(F)(F)F)O1)NCc1ccc(Oc2ccccc2)cc1	-1.1	11&4	.	108*
COc1ccc(CN(C)C[C@H]2Oc3ccc(NC(=O)CCC(F)(F)F)cc3C(=O)N([C@H](C)CO)C[C@H]2C)cc1	0.5	-3	-1	.
Cc1noc(C)c1S(=O)(=O)Nc1ccc2c(c1)C(=O)N([C@H](C)CO)C[C@H](C)[C@@H](CN(C)S(C)(=O)=O)OCCCC[C@@H](C)O2	0.0	-4	50	20
C[C@@H]1CN([C@@H](C)CO)C(=O)CCCn2cc(nn2)CO[C@H]1CN(C)S(=O)(=O)c1cccs1	.	.	11	-8
COc1ccc2c3c(n(C)c2c1)[C@@H](CO)N(C(=O)Nc1ccc(F)cc1)CC31CCN(Cc2cccnc2)CC1	1.4	-8	-89*	.
C[C@@H]1CN([C@H](C)CO)C(=O)c2ccccc2-c2ccccc2CO[C@@H]1CN(C)C(=O)Nc1cccc(C(F)(F)F)c1	-1.9	-6	-32	85
CCC(=O)N(C)C[C@@H]1Oc2cc(-c3ccncc3)ccc2S(=O)(=O)N([C@@H](C)CO)C[C@@H]1C	2.8	-1	6	41
C[C@@H](NC(=O)[C@H]1[C@H](CO)[C@H]2Cn3c(ccc(C4=CCCC4)c3=O)[C@H]2N1C)c1ccccc1	6.9	5	8	52
O=C1N[C@H](Cc2ccccc2)COCn2nncc2CC[C@@H]1Cc1ccccc1	0.8	-5	.	.
CCC(=O)N1[C@H](C(=O)OC)[C@@H](CO)[C@@H]2Cn3c(ccc(-c4cccc(F)c4)c3=O)[C@@H]21	1.8	2	1	-5
C[C@H](CO)N1C[C@H](C)[C@@H](CN(C)Cc2ccc(-c3ccccc3)cc2)Oc2ccc(NC(=O)Nc3ccc(F)cc3)cc2CC1=O	0.8	4	-70	52
CO[C@H]1CN(C)C(=O)c2ccc(NC(=O)c3ccc(-c4ccccc4)cc3)cc2OC[C@H](C)NC[C@H]1C	1.9	.	-74	78
O=C(c1ccccn1)N1C[C@@H]2N[C@H](C1)C2c1ccc(-c2ccccc2F)cc1 (some centres not stated)	-1.6&1.4	-9&6	-45&31	.
